Screening results as filed in PubChem BioAssay.
procasp7 counter – activates human procaspase-7, counter-screen for procaspase-3 activators; P55210; recombinant procaspase-7, Ac-DEVD-pNA absorbance 405 nm; D23A/D198A/D206A triple mutant, cannot self-cleave; scale: DMSO 0, 5 µM enzyme 100; activation, % at 8.5 µM; 0.093% of 330,000 active; AID 463210;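 active = percent activation above the screen-wide mean plus 3 SD, cut at about 25% in these data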
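Assay system: Uncleavable procaspase-7 mutant enzyme | Input: 2 µM procaspase-7 mutant as dispensed | Timing: 1 h compound preincubation, 2 h substrate cleavage, 25 °C | Repeats: One well per compound | Control set: DMSO wells as 0%, DMSO with 5 µM added PC-7 as 100% | Technique: Epi-absorbance of released pNA at 405 nm, two timepoints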
PP5 inh – inhibitors of human protein phosphatase 5 (PP5). P53041. purified PP5c, OMFP substrate fluorescence. inhibition, % at 6.7 µM. AID 1987. 0.18% of 320,000 active;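 active = inhibition above the campaign's mean inhibition across all tested compounds plus 3 SD, cut at about 9.5% in these data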;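 also: 0% = DMSO only and 100% = 100 µM cantharidin control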
Target sequence (P53041 whole entry, looked up): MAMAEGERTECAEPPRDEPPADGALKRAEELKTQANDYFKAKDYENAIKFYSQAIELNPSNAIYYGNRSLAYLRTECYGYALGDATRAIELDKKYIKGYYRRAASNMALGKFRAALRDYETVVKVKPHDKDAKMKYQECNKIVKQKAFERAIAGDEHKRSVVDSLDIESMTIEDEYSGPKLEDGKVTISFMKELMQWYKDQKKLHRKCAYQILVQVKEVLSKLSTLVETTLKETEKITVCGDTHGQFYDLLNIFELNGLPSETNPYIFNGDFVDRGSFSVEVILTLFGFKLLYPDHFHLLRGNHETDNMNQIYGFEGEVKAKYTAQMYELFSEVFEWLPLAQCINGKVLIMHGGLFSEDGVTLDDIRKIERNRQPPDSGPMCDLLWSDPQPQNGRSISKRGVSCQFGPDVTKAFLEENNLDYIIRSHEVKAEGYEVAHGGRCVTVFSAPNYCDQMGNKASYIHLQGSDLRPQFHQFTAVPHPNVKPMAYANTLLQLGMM
AHR act – human AHR activation; AHR-responsive luciferase reporter cells, luminescence; activation, % at 5 µM; 2.5% of 320,000 active; AID 2796; in the data active = activation above about 47%;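 also: 0% = vehicle wells and 100% = reference agonist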
proCasp3 act – activates human procaspase-3; P42574; recombinant procaspase-3 D3A, Ac-DEVD-pNA absorbance 405 nm; activation, % at 8.5 µM; 0.11% of 330,000 active; AID 463141;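 active = activation above the mean of all tested compounds plus 3 SD, cut at about 21% in these data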;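 also: 0% = DMSO alone and 100% = DMSO wells spiked with extra 5 µM PC-3 D3A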
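assay system = Procaspase-3 D3A mutant | signal = absorbance at 405 nm, 0 and 120 min | times = 1 h preincubation plus 2 h reaction at 25 °C | repeats = single replicate | read-out = % activation between DMSO and enzyme-spiked controls | medium = Zinc-free HEPES saline buffer with Triton X-100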
TPT1 inh – C. albicans TPT1 enzyme inhibition; AID 1962; inhibition, % at 5 µM; 0.81% of 300,000 active; recombinant caTPT1, FP RNA substrate dephosphorylation;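 active = inhibition above the mean of all tested compounds plus 3 SD, set per screening campaign, cut at about 24% in these data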;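 also: plate controls were DMSO alone for no effect and ferristatin control at 100 nM for full effect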
PAFAH2 inh – PAFAH2 (human) inhibition; recombinant PAFAH2, FP-rhodamine activity probe, fluorescence polarization; Q99487; AID 492956; 0.99% of 340,000 active; inhibition, % at 3.39 µM;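 active = inhibition above the mean over all tested compounds plus 3 SD, cut at about 30% in these data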;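 also: inhibitors block probe labeling of enzyme so polarization drops; 0% = enzyme with DMSO and 100% = wells lacking PAFAH2 protein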
PP1 inh – counter-screen for PP5 inhibitors: inhibitors of human PP1-alpha. 0.9% of 320,000 active. inhibition, % at 6.7 µM. purified PP1alpha, OMFP fluorescence. AID 2235. P62136;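 active = inhibition above the mean inhibition of all tested compounds plus 3 SD, computed separately for each screening campaign, cut at about 15% in these data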
Target sequence (P62136 whole entry, looked up): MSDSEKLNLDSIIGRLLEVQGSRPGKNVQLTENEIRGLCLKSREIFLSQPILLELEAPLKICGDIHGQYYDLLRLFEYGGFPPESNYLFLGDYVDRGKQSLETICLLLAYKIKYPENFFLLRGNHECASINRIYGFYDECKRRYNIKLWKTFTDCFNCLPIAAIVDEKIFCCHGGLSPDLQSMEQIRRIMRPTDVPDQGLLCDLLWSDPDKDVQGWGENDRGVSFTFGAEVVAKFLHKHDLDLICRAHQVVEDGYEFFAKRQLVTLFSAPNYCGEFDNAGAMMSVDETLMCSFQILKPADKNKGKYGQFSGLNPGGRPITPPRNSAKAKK
core dimer inh – HCV core protein dimerization inhibition; AID 1899; 0.33% of 300,000 active; TR-FRET GST/Flag-core106 dimerization, 1536-well; inhibition, % at 5 µM;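 active = inhibition above the mean of all tested compounds plus 3 SD, set per screening campaign, cut at about 45% in these data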
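Material: Tagged HCV core106 pair (GST and Flag) | Amount: GST-core106 13.5 nM, Flag-core106 17 nM | Medium: KF-containing HEPES buffer, pH 7.45, DTT, CHAPS, BSA | Reagent: Eu donor and XL665 acceptor anti-tag antibodies | Schedule: 4 h at 22.5 °C | Technique: Time-resolved FRET, ex 340 nm, em 617 and 671 nm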
CTSL1 counter – counter-screen for PFM18AAP inhibitors: inhibitors of F. hepatica cathepsin L1. recombinant F. hepatica cathepsin L1, Z-Leu-Arg-MCA fluorescence. inhibition, % at 5.96 µM. 0.49% of 300,000 active. AID 1906;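 active = inhibition above the mean of all tested compounds plus 3 SD, set per screening campaign, cut at about 17% in these data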;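 also: 0% = plate median of test compound wells and 100% = 1 µM Z-Phe-Ala-diazomethylketone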
* = called active by the depositor; nt = not tested or not shown.

Each structure is followed by: procasp7 counter	PP5 inh	AHR act	proCasp3 act	TPT1 inh	PAFAH2 inh	PP1 inh	core dimer inh	CTSL1 counter
> CCOC(=O)N1CCN(S(=O)(=O)c2ccc3c(c2)CC(C)N3C(=O)C2CC2)CC1 (stereo not drawn)
  3	1.7	0	-4	-2	2	3	-8	1
> CCC(=O)OCC(=O)N=c1sccn1Cc1ccccc1Cl
  9	0.3	-3	0	1	-5	-2	7	-7
> O=C(COC(=O)/C=C/c1ccc(Cl)cc1)NC(=O)NCc1ccccc1
  -8	1.1	-1	0	nt	-18	8	nt	nt
> O=C(Nc1cccc(Cl)c1)Nc1sccc1-c1nc2ccccc2s1
  -19	1.0	49*	-15	11	nt	11	-5	4
> O=C(CS(=O)c1ccccc1[N+](=O)[O-])Oc1ccc(Br)cc1 (stereo not drawn)
  -3	-0.9	0	-13	-3	3	-5	6	0
> CN(C)S(=O)(=O)c1ccc(C(=O)NCCN=C2NS(=O)(=O)c3ccccc32)cc1
  2	-0.9	-1	2	-3	-6	-3	-2	-2
> COc1ccc(CCNC(=O)c2cccc(S(=O)(=O)NC(C)c3ccccc3)c2)cc1 (stereo not drawn)
  -2	4.1	1	5	nt	3	0	nt	nt
> COc1ccc2oc(=O)c(-c3ccccc3C(=O)N3CCOCC3)cc2c1
  0	1.8	15	-3	-3	-1	-2	3	-3
> Cc1c(C#N)c(NC(=O)c2ccccc2)n(Cc2ccccc2)c1C
  4	-5.5	0	-2	-5	2	0	-7	3
> CCOC(=O)c1c(C)sc2c1N(C(=O)CCl)c1cc(Cl)ccc1S2
  7	2.5	7	3	0	11	-1	12	2
> COc1ccccc1C(CNC(=O)c1ccc(NS(=O)(=O)c2ccc(F)c(C)c2)cc1)N1CCCC1 (stereo not drawn)
  4	0.7	14	5	0	-1	-1	3	-5
> Cc1cccc(Cl)c1NC(=S)N1CCN(c2ccc([N+](=O)[O-])cn2)CC1
  -8	0.4	-4	-7	-2	-2	-2	3	-3
> Cc1cc(=O)oc2cc(OCC(=O)OCC(=O)Nc3c(C)n(C)n(-c4ccccc4)c3=O)ccc12
  0	2.0	-1	1	-4	2	1	0	-1
> Cc1ccc(S(=O)(=O)N2[C@@H](c3ccccc3F)C(C(=O)O)=CC[C@H]2c2ccc(Cl)cc2)cc1
  -8	-1.9	0	2	-4	2	5	23	-1
> Cn1c(=O)cc(SCC(=O)NCCCN2CCN(c3ccccc3F)CC2)c2ccccc21
  8	1.0	0	6	-3	-7	-9	-2	-2
> CC1CC(C)CN(C(=O)CSc2nnc(-c3ccc(F)cc3)o2)C1 (stereo not drawn)
  -12	-1.4	-1	7	2	-3	-4	3	-1
> CCC(C)(C)NC(=O)CN(C(=O)C(=O)Nc1ccc2c(c1)OCCO2)C1CC1
  9	-1.1	1	17	-2	-8	-1	-9	-1
> CCn1ncc(/C=N/NS(=O)(=O)c2ccc(Cl)cc2)c1C
  -10	-2.3	-1	0	-2	-3	0	4	-1
> CSc1nc(Cl)cc(N(CCO)CCO)n1
  1	0.1	-1	4	-5	-6	-3	-3	1
> COc1ccc(CC(=O)N2CCN(c3ccccc3)CC2)cc1
  11	-0.8	0	1	-3	2	0	-6	4
> O=c1c2c([N+](=O)[O-])cc([N+](=O)[O-])cc2sn1-c1ccc(Br)cc1
  -44	1.4	8	-23	-5	3	10	-11	5
> O=C(CCCNC(=O)/C(=C\c1ccc(F)cc1)NC(=O)c1ccccc1)OCc1ccccc1
  4	1.5	0	7	-4	5	-2	5	-1
> COc1cc(NC(=O)/C=C/c2ccccc2[N+](=O)[O-])cc(OC)c1
  6	1.2	27	8	-5	1	2	-1	5
> CCC1Oc2ccccc2N(CC(=O)NC2CCCCC2C)C1=O (stereo not drawn)
  9	-0.7	2	7	-5	3	-2	-2	9
> O=C(c1ccc(Cl)c(S(=O)(=O)N2CCCC2)c1)N1CCCCC1
  4	1.1	0	5	-1	5	-5	0	1
> COc1ccc(CCn2c(SCCN3CCCCC3)nc3ccccc3c2=O)cc1OC
  8	2.1	-3	8	0	-1	-6	-4	-1
> CCc1ccc2[nH]c(=O)c(CN(Cc3ccccc3)Cc3nnnn3Cc3ccco3)cc2c1
  3	5.0	4	0	3	1	8	21	8
> CCNC(=S)N1CCCCC1CO (stereo not drawn)
  1	-1.6	0	1	0	0	4	-1	-3
> Cc1cc(Nc2ccc(F)c(F)c2)nc(-c2ccccc2O)n1
  1	-0.5	9	2	1	3	-3	8	-3
> O=C(NC(=S)N1CCc2ccccc21)c1ccccc1Br
  -6	-0.4	5	-3	-4	-2	-1	5	2
> O=C(NC(=S)Nn1cnc2c(cnn2-c2ccccc2)c1=O)c1ccc(Oc2ccccc2)cc1
  9	-0.5	1	0	2	-1	-2	24	6
> CC(C)(CNC(=O)c1sc2cc(F)ccc2c1Cl)N1CCOCC1
  -2	-3.1	-8	2	-2	0	-1	-4	4
> COc1ccc(N(C(C)C(=O)NCc2ccco2)S(C)(=O)=O)cc1 (stereo not drawn)
  -8	-1.5	2	-3	0	5	-2	0	2
> O=c1[nH]c(/C=C\c2ccc(O)c(Cl)c2)nc(O)c1[N+](=O)[O-]
  -14	1.1	0	-16	0	-2	4	-4	9
> O=C(CCn1c(=O)[nH]c2ccsc2c1=O)N(CCc1ccccc1)Cc1ccccc1
  0	1.6	1	1	-7	-2	2	11	5
> Cc1cc(C(=O)NNC(=O)C(C)(C)Oc2ccc(Cl)cc2)c(C)o1
  0	nt	7	-2	nt	7	nt	nt	nt
> O=C(Nc1cccc(Cl)c1N1CCOCC1)c1ccc([N+](=O)[O-])o1
  -5	0.0	1	-2	-5	-1	0	-2	-3
> COc1ccc(/C=N/NC(C)(C)C)c(OC)c1
  6	4.0	5	-5	-2	-2	-1	-3	5
> NC1=NN=C(N2N=C(c3ccco3)CC2(O)C(F)(F)F)n2ncnc2C1 (stereo not drawn)
  -3	-3.5	2	9	-3	1	-2	-2	4
> Cc1cc(NC(=O)NC2CCCN2S(=O)(=O)c2ccc(Cl)cc2)no1 (stereo not drawn)
  9	1.6	-2	-1	-7	7	-9	-1	-1
> S=c1ccc2ccccc2[nH]1
  -21	-1.3	9	-17	-4	-3	-6	4	-2
> O=C1C=C(N2CCOCC2)C2(CCCCC2)O1
  5	0.7	-2	-2	-4	9	0	0	0
> COc1cccc(-c2n[nH]c(=S)n2Cc2ccco2)c1
  -35	0.5	1	-14	3	2	5	1	1
> CCOc1ccc(Br)cc1S(=O)(=O)NCc1ccc(S(N)(=O)=O)cc1
  13	0.8	0	2	3	2	-4	3	0
> Cc1noc(C)c1NC(=O)N(C)C[C@@H]1Oc2ccc(NC(=O)Cc3cn(C)c4ccccc34)cc2CC(=O)N([C@H](C)CO)C[C@@H]1C
  17	nt	14	12	nt	11	nt	nt	nt
> Cc1ccc(Oc2ccccc2/C=C2\SC(=O)N(C)C2=O)cc1
  1	0.3	-1	-15	5	-2	-4	5	3
> Cc1ccc(NC(=O)c2ccncc2)cc1[N+](=O)[O-]
  2	3.2	10	5	1	-10	-9	-6	-4
> Cc1cc(C(=O)CN2C(=O)C(=O)N(CCC3=CCCCC3)C2=O)c(C)n1C
  -12	nt	2	-3	nt	5	nt	nt	nt
> Cc1ccccc1NC(=S)NC(NC(=O)COc1ccccc1)C(Cl)(Cl)Cl (stereo not drawn)
  5	4.2	6	-2	-7	-31	5	3	-2
> Cc1ccc2cc3c(N)[nH]nc3nc2c1
  -7	1.7	13	-1	-4	3	-4	-22	1
> C(=N\N1CCN(C2c3ccccc3-c3ccccc32)CC1)/c1cccs1
  0	0.6	0	7	-5	-3	-3	3	-3
> NS(=O)(=O)c1ccc(NC(=O)/C=C/c2ccc(S(=O)(=O)NCc3ccco3)cc2)cc1
  -9	4.5	2	2	-4	-13	5	-5	8
> COc1ccc(C(=O)C2CCCN(Cc3ccc(C#CCCO)cc3)C2)cc1F (stereo not drawn)
  5	2.8	6	1	-2	6	-2	-1	-3
> COc1ccc(CC(=O)NCC2CCCCC2)cc1OC
  3	0.8	4	-2	-1	-5	-2	-9	-9
> CCN1CCN(C(=O)c2cc3c(=O)n4ccccc4nc3s2)CC1
  0	-0.4	4	-11	1	5	-2	7	2
> O=C(COc1ccc2c(c1)CCC2)N1CCc2ccccc21
  -1	-2.1	8	2	-5	-8	3	9	2
> CC1CCCC(C)N1C(=O)CSc1ccc(-c2ccc3c(c2)OCCO3)nn1 (stereo not drawn)
  11	0.1	3	6	-3	5	-3	8	-1
> O=C1CCC/C(=N/NC(=O)c2sc3ccccc3c2Cl)C1
  -3	-0.2	8	-2	98*	-16	-3	-2	1
> CCOC(=O)N1CCN(C(=O)c2c(-c3ccccc3Cl)noc2C)CC1
  0	-1.0	0	9	2	3	0	-3	1
> O=C(Nc1ccc(NC(=O)c2ccc(S(=O)(=O)c3ccccc3)cc2)cc1)c1ccccc1
  -3	0.7	-2	-3	3	-10	0	16	1

(more compounds)
Each structure is followed by: procasp7 counter	PP5 inh	AHR act	proCasp3 act	TPT1 inh	PAFAH2 inh	PP1 inh	core dimer inh	CTSL1 counter
> CNC(=O)CCC(=O)Nc1ccc(C(=O)OC)cc1
  2	-1.4	2	-3	0	1	-2	-2	-3
> CCn1c2ccccc2c2cc(/C=N/NC(=O)c3ccccc3C)ccc21
  13	2.9	-2	4	0	22	7	19	0
> S=C(NCc1cccs1)Nc1ccc(Cl)cc1
  -12	2.9	7	6	1	-1	-2	-1	-5
> O=C(NCCC1=CCCCC1)c1cc(S(=O)(=O)N2CCCCC2)ccc1Cl
  8	4.3	1	-1	0	5	-15	-2	4
> COc1ccc(C(NC(=O)c2cccc(F)c2)c2ccccc2)cc1 (stereo not drawn)
  7	0.5	3	-5	1	-1	1	3	-2
> Cc1[nH]c2ccc(C(=O)N3CCC(C(N)=O)CC3)cc2c1C
  20	nt	5	8	nt	7	nt	nt	nt
> O=C(COc1ccc(F)cc1Br)NCC1(N2CCOCC2)CCCCC1
  -1	2.0	-1	4	nt	-3	2	nt	nt
> COc1ccc(-n2nc(C(=O)NCC(=O)NCc3ccc(F)cc3)c3ccccc3c2=O)cc1
  -6	1.3	-1	3	-2	2	-1	4	7
> CN(C)CCCn1c(SCC(=O)Nc2sc3c(c2C#N)CCCC3)nnc1-c1ccncc1
  0	-0.3	4	4	2	-2	-1	0	5
> COc1cccc(NS(=O)(=O)c2ccc(S(=O)(=O)N3CCCC3)cc2)c1
  3	-2.5	2	3	nt	-4	2	nt	nt
> Cc1ccc(CNC(=O)c2ccccc2NC(=O)CN2CCN(C)CC2)cc1
  -6	-0.7	-2	0	3	19	-2	2	-3
> O=C(CSC1=N/C(=C/c2ccc(Cl)c(Cl)c2)C(=O)N1c1ccccc1F)NC1CC1
  2	2.1	11	8	2	-7	2	2	2
